# Source: PubChem BioAssay
# KB-V1 MDR tox = qHTS assay for MDR1-selective chemotherapeutics: Primary screen using the drug-selected MDR subline cells KB-V1. KB-V1 MDR cells viability, CellTiter-Glo, 72 h. Potency, µM (top dose mostly 46.1 µM), inactives show at the top dose activity change, negative = cytotoxicity, actives largely listed as cytotoxic. 400,000 compounds, 3.4% hits. AID 1347076, 2019; further: potency means the concentration at half of the fitted maximal effect; on the % scale 0 is the no-effect control and ±100 the full control effect; nearly all actives have a fitted effect of over 60% in size
#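 Potencies derive from concentration-effect curves fitted to normalized luminescence (CellTiter-Glo) of KB-V1 cells treated for 72 h at 37 degrees C in phenol-red-free DMEM containing 10% FBS.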
# IL1B secr inh = qHTS for Inhibitors of Inflammasome Signaling: IL-1-beta AlphaLISA Primary Screen; THP-1 LPS/ATP IL-1B secretion, AlphaLISA, 16 h; stronger effect = lower value; activity change, % at 57.5 µM; 360,000 compounds, 4.7% hits; in the data active means activity change below about -50%; inconclusive means mostly about -30% to -49%; further: on the % scale 0 is the no-effect control and ±100 the full control effect
#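 Secreted IL-1B measured by AlphaLISA bead assay after 16 h compound exposure of THP-1 cells; compounds (final up to 57.5 uM) added 1 h before LPS (250 ng/mL) and ATP (1.25 mM) stimulation; lower signal means less secretion.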
# HT1080 IDH1KD tx = qHTS for induction of synthetic lethality in tumor cells producing 2HG: qHTS for the HT-1080-IDH1KD cell line; HT-1080 IDH1 knockdown viability, ATP luminescence, 48 h; Potency, µM (titrated, usually from 46.1 µM), inactives show top-dose activity, negative = toxicity, hits mostly cytotoxic; 360,000 compounds, 2% hits; AID 686971, 2013;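 further: potency means the concentration at half of the fitted maximal effect; 0% = DMSO wells and -100% = cell-free medium wells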
#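 In this qHTS, HT-1080 cells depleted of IDH1 are exposed for 48 h at 37 °C to compound titrations. Toxicity is scored from CellTiter-Glo luminescence, with DMSO as full viability and medium alone as none.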
# GLP-1R agonist = qHTS of GLP-1 Receptor Agonists. Glucagon-like peptide 1 receptor (Homo sapiens), P43220. HEK293 GLP-1R CRE-luciferase, luminescence, 4-6 h; cells express a hypersensitive GLP-1R form. Potency, µM (highest dose often 45.6 µM), for the others: at the top dose activation, hits mostly activators. 380,000 compounds, 0.007% hits. AID 624172, 2012; further: potency means the concentration at half of the fitted maximal effect; % of control where 0% means no effect
# Target sequence (P43220 whole entry, looked up): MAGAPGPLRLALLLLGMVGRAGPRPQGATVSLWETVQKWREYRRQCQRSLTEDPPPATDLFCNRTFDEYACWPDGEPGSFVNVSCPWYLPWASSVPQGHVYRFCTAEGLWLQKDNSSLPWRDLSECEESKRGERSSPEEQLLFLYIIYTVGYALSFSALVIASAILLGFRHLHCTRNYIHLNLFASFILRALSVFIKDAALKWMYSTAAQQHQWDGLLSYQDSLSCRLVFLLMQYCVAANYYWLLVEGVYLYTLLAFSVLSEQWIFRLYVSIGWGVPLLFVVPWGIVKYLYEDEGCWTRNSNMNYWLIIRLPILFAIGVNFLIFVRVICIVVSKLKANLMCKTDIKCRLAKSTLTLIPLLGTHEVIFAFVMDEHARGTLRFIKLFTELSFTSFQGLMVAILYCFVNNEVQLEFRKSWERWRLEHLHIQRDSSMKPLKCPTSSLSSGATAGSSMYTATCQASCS
# SW480 rereplic = A quantitative high throughput screen for small molecules that induce DNA re-replication in SW480 colon adenocarcinoma cells | SW480 DNA re-replication, Hoechst DNA content imaging, 48 h | Potency, µM (top dose mostly 46.1 µM), inactives show top-dose re-replication activation, most hits filed as activators | 340,000 compounds, 1.8% hits | AID 624297, 2012; further: potency means the concentration at half of the fitted maximal effect; % of control where 0% means no effect; nearly all actives have a fitted effect of over 55% in size
#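 Image-based read-out: total Hoechst fluorescence of nuclei (405 nm excitation, 500-530 nm emission), with hits raising the fraction of high-intensity nuclei. SW480 colon cells incubated 48 hr with compounds at 37 C.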
# DRD3 antagonist = qHTS of D3 Dopamine Receptor Antagonist: qHTS; max response, negative = inhibition, %; D3R cells, DiscoveRx beta-arrestin luminescence, antagonist mode; stronger effect = lower value; D(3) dopamine receptor (Homo sapiens), P35462; 360,000 compounds, 2.5% hits; in the data active means max response below about -50%; inconclusive means no clear call, values can overlap the other calls; further: on the % scale 0 is the no-effect control and ±100 the full control effect; mostly tested at two doses, the higher about 12 µM
# Target sequence (P35462 whole entry, looked up): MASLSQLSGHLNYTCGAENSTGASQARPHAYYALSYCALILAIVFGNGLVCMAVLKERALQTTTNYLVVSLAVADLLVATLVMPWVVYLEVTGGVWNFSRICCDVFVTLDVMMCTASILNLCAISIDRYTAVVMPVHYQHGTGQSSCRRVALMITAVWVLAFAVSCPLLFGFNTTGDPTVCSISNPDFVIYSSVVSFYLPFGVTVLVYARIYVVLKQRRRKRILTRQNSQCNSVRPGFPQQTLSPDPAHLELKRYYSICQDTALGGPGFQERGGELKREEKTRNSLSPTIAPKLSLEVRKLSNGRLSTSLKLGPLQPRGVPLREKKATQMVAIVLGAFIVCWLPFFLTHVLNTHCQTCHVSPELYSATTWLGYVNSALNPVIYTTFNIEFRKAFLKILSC
#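 Cells plated overnight at 1500 cells/well, then exposed to library compounds with dopamine controls for 90 minutes at 37 degrees C. DiscoveRx reagent added for 30–60 minutes at room temperature; luminescence read, quantitative HTS format.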
# KB-3-1 cytotox = qHTS assay for MDR1-selective chemotherapeutics: Primary screen using the parental adenocarcinoma cell KB-3-1; KB-3-1 viability, CellTiter-Glo ATP luminescence, 72 h; Potency, µM (top dose mostly 46.1 µM), for the others: top-dose activity change, negative = cytotoxic, most hits filed as cytotoxic; 400,000 compounds, 1.4% hits; further: potency means the concentration at half of the fitted maximal effect; on the % scale 0 is the no-effect control and ±100 the full control effect; nearly all actives have a fitted effect of over 60% in size
#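 Viability of parental KB-3-1 cells, measured by CellTiter-Glo luminescence, followed a 72 h incubation at 37 °C with pinned compounds in phenol-red-free DMEM containing 10% FBS.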
# DRD3 agonist = qHTS of D3 Dopamine Receptor Agonist: qHTS | 410,000 compounds, 0.58% hits | max activation, % | D(3) dopamine receptor (Homo sapiens), P35462 | D3R DiscoveRx beta-arrestin cells, luminescence, 90 min; in the data active means max activation above about 30%; further: 0% is about no effect; mostly tested at two doses, the higher about 12 µM
#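 Agonist-mode cell screen: cells plated at 1500/well and incubated overnight at 37 °C, then exposed to library compounds for 90 min at 37 °C. Detection reagent was added for 30–60 min at room temperature, and luminescence was read.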
# HT1080-NT tox = qHTS for induction of synthetic lethality in tumor cells producing 2HG: qHTS for the HT-1080-NT fibrosarcoma cell line; HT-1080-NT fibrosarcoma viability, CellTiter-Glo ATP luminescence, 48 h; Potency, µM (titrated, usually from 46.1 µM), for inactives: at the top dose activity, negative = less viability, actives largely listed as cytotoxic; 360,000 compounds, 1.6% hits; AID 686970, 2013;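 further: NT is the 2HG producing partner of a matched IDH1 knockdown line; potency means the concentration at half of the fitted maximal effect; 0% = DMSO-treated cells and -100% = media-only wells without cells; nearly all actives have a fitted effect of over 55% in size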
#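 750 cells/well, RPMI + 5% FBS; 2 h settle, compound pin-transfer, 48 h at 37 degrees C. CellTiter-Glo 10 min RT, luminescence. Normalized to DMSO and media-only wells.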
# Starred values were filed as active, the others as inactive; u = inconclusive; x = no result given; [ ] = another dose, or the depositor's remark. Unless noted, the call rests on the fitted dose curve; in most records, active means well fitted curve in the direction sought with a large enough effect; inconclusive means small, poorly fitted or top-dose-only effect, or another doubt; inactive means no such curve, though single readings can be large; an effect the other way counts as inactive or inconclusive.
# Results follow in this order: KB-V1 MDR tox	IL1B secr inh	HT1080 IDH1KD tx	GLP-1R agonist	SW480 rereplic	DRD3 antagonist	KB-3-1 cytotox	DRD3 agonist	HT1080-NT tox
> CC(/C=N/NC(=O)Cc1cccs1)=C\c1ccco1
    -3%	-26	-7%	1%	-12%	-12	-5%	-3	-10%
> COc1ccc(NC(=O)CCc2nnc3ccc(NCc4ccco4)nn23)cc1OC
    0%	-27	1%	3%	u	-2	-1%	-9	-14%
> CCN(C[C@H]1N[C@@](Cc2ccccc2)(C(=O)OC)[C@H]2C(=O)N(C)C(=O)[C@@H]12)C(=O)c1ccc(F)cc1
    -20%	1	19%	-3%	-2%[9.22 µM]	0	13%	0	21%
> Cn1c(=O)c2c(ncn2CC(=O)OCC(=O)c2ccc(Cl)cc2)n(C)c1=O
    -21%	23	-3%	-2%	-1%	0	2%	-1	-3%
> Cn1c(=O)oc2ccc(C(=O)CSc3nnnn3-c3ccccc3)cc21
    u	-2	-6%	-8%	-1%	-12	10%	-25	-5%
> O=C(Nc1ccccc1)N1CCN(c2ccc(F)cc2)CC1
    -2%	u	16%	3%	-1%[9.22 µM]	3	0%	2	25%
> Cc1nc(-c2ccccc2)sc1C(=O)Nc1ccccc1F
    -5%	-14	-3%	14%	-5%	18	-3%	13	-16%
> O=C(COc1ccc(Cl)cc1)NCCS(=O)(=O)N1CCN(c2ccc(F)cc2)CC1
    u	1	-15%	6%	0%	20	-1%	-15	-14%
> Cc1ccc(Cc2c(C)nc3nc(SCC(=O)NCc4ccco4)nn3c2C)cc1
    8.2µM*	46	2.6µM*	-2%	u	-16	4.6µM*	-3	u
> Cc1ccc(C(C)C)c(OCCNS(C)(=O)=O)c1
    35%	11	1%	-2%	-7%	7	11%	-10	5%
> CC(C(=O)N1CCCCCC1)c1ccc([N+](=O)[O-])cc1 (centres undefined)
    -11%	23	-6%	-1%	1%	-3	-4%	-4	-5%
> COc1ccc(C)cc1N1C(=N)/C(=C2/Nc3ccccc3S2)C(c2ccccc2)C1=O (centres undefined)
    21µM*	-11	-11%	-1%	u	-4	u	-6	-14%
> CCCCOc1ccc(N(CC(=O)NC(C)C)C(=O)CCC(=O)Nc2ccccn2)cc1
    3%	-13	5%	8%	-61%[inhibitor]	-7	-10%	2	-10%
> O=C(CN1C(=O)/C(=C\c2cccc(Br)c2)Oc2ccccc21)NCC1CCCO1 (centres undefined)
    -5%	-3	6%	2%	-5%	0	-1%	2	0%
> CCOC(=O)c1ccc(N2C(=O)C3C(/C=C/c4ccccc4)OC4(C(=O)c5ccccc5C4=O)C3C2=O)cc1 (centres undefined)
    2%	28	-1%	3%	-6%	1	-16%	-7	2%
> CC(=O)c1ccc(OCCOc2ccc(Cl)c3cccnc23)cc1
    -1%	18	21%	3%	0%	-4	0%	-15	20%
> CCCC[C@@H]1CNCCN1CC1(c2ccccc2)CC1
    6%	u	-2%	9%	-14%	0	0%	-7	-13%
> C#CCNC(=O)C1=C[C@@H](c2ccc(C(F)(F)F)cc2)C[C@@H](OCCCCO)O1
    16%	-12	13%	0%	-8%[9.22 µM]	-52*	6%	-2	17%
> O=S(=O)(c1ccc2c(c1)OCCO2)N1CCCN(S(=O)(=O)c2c(F)cccc2F)CC1
    -15%	x	x	-10%	27%	x	-6%	x	x
> Cc1ccc2nc(SCc3nc(-c4ccccc4C)no3)[nH]c2c1
    u	x	x	2%	x	x	-18%	1	x
> CCCCCCCCS(=O)c1sc2nc3c(cc2c1N)CCCC3 (centres undefined)
    u	16	-5%	6%	0%	10	-13%	6	-6%
> C=C(C)[C@@H]1CCC2(C(=O)O)CC[C@]3(C)[C@H](CC[C@@H]4[C@@]5(C)CCC(=O)C(C)(C)[C@@H]5CC[C@]43C)[C@@H]12 (some centres undefined)
    25%	54	11%	-1%	0%	1	-2%	9	9%
> Cn1c(=O)c2c(nc(N3CCN(c4ccccc4)CC3)n2CCCc2ccccc2)n(C)c1=O
    u	28	12%	-19%	-7%	48	0%	0	9%
> O=S(=O)(NC1CCCCC1N1CCOCC1)c1ccc(Cl)cc1 (centres undefined)
    -16%	21	-1%	9%	-13%	-1	-5%	-2	20%
> Cc1ccc(S(=O)(=O)Cc2sc3ccccc3[n+]2C)cc1
    21µM*	11	-1%	1%	-3%	-14	5%	-10	10%
> COc1cc(C(=O)NCCOc2ccc(F)cc2)c(Br)c(OC)c1OC
    -27%	0	-8%	1%	u	-9	9%	-15	0%
> CC1(C)CC(=O)c2c(Cc3ccccc3)n[nH]c2C1
    3%	3	2%	-1%	-3%	u	-2%	-5	12%
> CCN(CC)C(=O)c1cn(-c2ccccc2)nc1-c1ccc2c(c1)OCCO2
    -22%	-14	24%	5%	-8%	3	12%	0	0%
> Cc1ccc(CNC(=O)C2CCC(=O)N(CCCN3CCOCC3)C2)cc1 (centres undefined)
    2%	6	0%	1%	-8%	-9	0%	-4	-5%
> C(=N\Nc1ccccc1)/c1nc2ccccc2s1
    1%	0	-8%	-1%	22%	-1	-7%	-3	0%
> CC(=O)Nc1ccc(NC(=S)Nc2ccc(Br)cc2)cc1
    6%	-6	-20%	8%	-4%	8	1%	4	4%
> O=C(C1=C(O)C(=O)N(CC2CCCO2)C1c1cccc(O)c1)c1ccco1 (centres undefined)
    0%	11	12%	0%	-7%	-6	6%	-2	16%
> O=C(CNS(=O)(=O)c1cccc(C(F)(F)F)c1)Nc1ccccc1F
    7%	0	1%	-2%	4%	-10	-12%	-2	-18%
> CC1CCN(S(=O)(=O)c2cc(Cl)ccc2Br)CC1
    2%	34	-3%	-1%	-12%	27	7%	-11	-7%
> CC(Cc1ccccc1)C(=O)NCc1ccncc1 (centres undefined)
    -9%	1	9%	5%	-9%	u	0%	-10	7%
> CN(C)c1cccc(-c2cc(Nc3ccc(C(C)(C)C)cc3)ncn2)c1
    0%	0	-10%	24%	x	-55*	0%	2	-7%
> CCOC(=O)C1CCCN(C(=O)c2cccc(S(=O)(=O)N(C)c3ccc(OC)cc3)c2)C1 (centres undefined)
    u	20	2%	18%	-5%	13	-9%	-2	1%
> CN(C(=O)c1ccc(NC(=O)Cc2ccc(NC(=O)C3CCCN(C(=O)C4CCC4)C3)cc2)cc1)C1CCCC1 (centres undefined)
    0%	6	4%	-1%	-1%	13	0%	1	0%
> O=C(NCc1cccc(C(F)(F)F)c1)C1CCC(=O)N(C2CCCCCC2)C1 (centres undefined)
    -17%	u	-1%	10%	-2%	-1	9%	18	-3%
> NS(=O)(=O)c1ccc(CCNC(=O)COC(=O)CCSc2ccc(Cl)cc2)cc1
    4%	45	0%	8%	6%	5	14%	3	-3%

# Next part, starting with the last 2 of the part before.
# Results follow in this order: KB-V1 MDR tox	IL1B secr inh	HT1080 IDH1KD tx	GLP-1R agonist	SW480 rereplic	DRD3 antagonist	KB-3-1 cytotox	DRD3 agonist	HT1080-NT tox
> O=C(NCc1cccc(C(F)(F)F)c1)C1CCC(=O)N(C2CCCCCC2)C1 (centres undefined)
    -17%	u	-1%	10%	-2%	-1	9%	18	-3%
> NS(=O)(=O)c1ccc(CCNC(=O)COC(=O)CCSc2ccc(Cl)cc2)cc1
    4%	45	0%	8%	6%	5	14%	3	-3%
> O=C(CN1CCN(c2ccc(O)cc2)CC1)NCC(=O)Nc1ccc(F)c(F)c1F
    3%	-4	-2%	0%	-3%	-1	1%	1	-16%
> CC(=O)N(CN1C(=O)C2CC=CCC2C1=O)c1cccc(Cl)c1 (centres undefined)
    -19%	21	-1%	18%	-2%	4	-3%	3	-2%
> CC(C)N1CC2=C(OC(N)=C(C#N)C2c2cccnc2)/C(=C/c2cccnc2)C1 (centres undefined)
    3%	0	13%	1%	-2%	-4	11%	1	13%
> CC(=O)c1cnc2c(-c3ccccc3)c(C(F)(F)F)nn2c1C
    u	9	-17%	14%	6%	-6	u	1	-9%
> CCCCSc1nnc(-c2ccc(C)cc2)n1C
    -1%	u	-1%	-5%	-4%	16	5%	8	2%
> CN(Cc1ccccc1)C(=O)c1cccc(NC(=O)Cc2ccc(NC(=O)C3CCCN(C(=O)CCc4ccccc4)C3)cc2)c1 (centres undefined)
    u	54	-8%	-4%	1%	56	17%	12	-5%
> Cc1ccccc1N1CCN(C(=S)c2ccc([N+](=O)[O-])cc2)CC1
    16µM*	-26	0%	-3%	-1%	-21	-2%	-2	-6%
> CCCCCCCCn1c(N2CCN(c3cccc(Cl)c3)CC2)nc2c1c(=O)[nH]c(=O)n2C
    13µM*	-7	0%	-7%	8%	-6	-23%	-2	-4%
> COc1ccccc1NC(=O)COC(=O)C1CCCC1
    7%	-5	-1%	5%	-3%	-20	-10%	-4	3%
> O=C(NCCC1=CCCCC1)c1c(O)nc2sccn2c1=O
    5.2µM*	11	-23%	-12%	0%	3	u	5	-21%
> Cc1c(N=C/C=C2\N(C)c3ccccc3C2(C)C)c(=O)n(-c2ccccc2)n1C
    -1%	-5	-28%	1%	0%	1	-2%	-11	0%
> CSc1ccccc1NC(=O)c1ccc(C)o1
    1%	-13	-1%	3%	-11%	-19	-11%	4	0%
> O=C(COC(=O)COc1ccccc1)Nc1ccc(Br)cc1F
    u	-11	12%	-2%	-3%	-12	-11%	-2	5%
> CCc1ccc(NC(=O)CSc2nnc(-c3cccs3)n2CC)cc1
    u	-13	-11%	-2%	-1%	11	2%	-21	-2%
> CCCCCC[n+]1ccccc1/C=C/c1ccc(N(C)C)cc1
    0%	u	1.2µM*	-3%	x	9	u	0	7.3µM*
